Source: PubChem (National Center for Advancing Translational Sciences (NCATS))
IMPase Li inh: IMPase inhibition in cells with lithium potentiation; CHO-M1 cells, IP1 TR-FRET (IP-One), carbachol + lithium; Potency, µM (top dose mostly 59.4 µM), for inactives: top-dose activity, negative = IMPase inhibition, actives largely listed as inhibitors; 210,000 compounds, 0.35% hits;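 note: IP1 builds up when IMPase is blocked and the TR-FRET signal falls; potency is the fitted concentration of half-maximal effect; plate controls were basal vehicle for no effect and high inhibitor control for full effect; nearly all actives have a fitted effect of over 50% in size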
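Readout is a homogeneous TR-FRET IP1 immunoassay (Ex 320, Em 665 and 620), where raised cytosolic IP1 lowers signal. Cells were CHO-M1 treated 30 min at 37C with test compounds plus a little lithium; AC50 values came from Hill-equation fitting.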
HttQ103 aggreg: mutant huntingtin aggregation inhibition; PC12 HttQ103-GFP aggregates, Acumen cytometry, 40 h; 220,000 compounds, 1.1% hits; AID 1688; Potency, µM (highest dose often 46.1 µM), for the others: at the top dose activity change, negative = inhibition, hits mostly inhibitors; note: potency is the fitted concentration of half-maximal effect; % is set by controls: 0 for no effect and ±100 for the full control effect; nearly all actives have a fitted effect of over 60% in size
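Read-out: GFP aggregate count by laser scanning cytometer (488 nm excitation, 500-530 nm emission, 1–25 µm objects >6 SD above background). Cells: PC12, inducible HTTex1-Q103-GFP, 100 nM tebufenozide; compounds titrated.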
NPSR antagonist: blocks cAMP signaling of the human neuropeptide S receptor. Q6W5P4. CHO-NPSR cells, cAMP TR-FRET, antagonist mode. 220,000 compounds, 1% hits. Potency, µM (doses to about 38.3 µM), without a hit: top-dose activity change, negative = inhibition, hits mostly inhibitors; note: potency is the fitted concentration of half-maximal effect; % is set by controls: 0 for no effect and ±100 for the full control effect; nearly all actives have a fitted effect of over 50% in size; many of its hits are not listed in these tables
Target sequence (Q6W5P4 whole entry, looked up): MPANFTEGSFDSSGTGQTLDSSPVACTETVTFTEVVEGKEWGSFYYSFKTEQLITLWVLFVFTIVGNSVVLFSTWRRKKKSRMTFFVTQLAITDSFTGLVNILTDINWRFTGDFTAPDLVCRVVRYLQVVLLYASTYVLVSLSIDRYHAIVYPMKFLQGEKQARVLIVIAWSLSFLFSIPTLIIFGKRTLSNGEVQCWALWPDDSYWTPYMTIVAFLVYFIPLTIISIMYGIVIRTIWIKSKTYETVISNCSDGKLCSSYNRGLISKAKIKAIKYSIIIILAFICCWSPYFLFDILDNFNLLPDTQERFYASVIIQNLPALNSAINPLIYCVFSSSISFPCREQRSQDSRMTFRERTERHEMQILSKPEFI
Epigenetic derep: epigenetic control regulation, reporter derepression; murine LDR cells, GFP reporter derepression, 30 h; Potency, µM (top dose mostly 53.9 µM), for inactives: at the top dose GFP activation, most hits filed as activators; 280,000 compounds, 0.2% hits; note: potency is the fitted concentration of half-maximal effect; % of control where 0% means no effect; nearly all actives have a fitted effect of over 60% in size
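Readout is the number of GFP-expressing murine LDR cells, counted by cytometry following washing. Cells were treated with compound for 30 h at 37 C; the stably integrated CMV-GFP locus is normally silent.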
LMNA splice mod: LMNA splicing modulation | 200,000 compounds, 0.01% hits | HeLa LMNA splicing GFP/RFP minigene ratio, 48 h | AID 1487 | Potency, µM (series often up to 46.1 µM), for inactives: top-dose ratio change, negative = inhibition, actives largely listed as inhibitors; active = well fitted inhibition curve with a large enough effect in the signal ratio, with a control signal flat, not every such curve was filed as active; inconclusive = small, poorly fitted or top-dose-only effect, or effect the other way, or a change in a side signal; the % refers to the signal ratio; note: potency is the fitted concentration of half-maximal effect; % is set by controls: 0 for no effect and ±100 for the full control effect
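S3 HeLa stable clones carrying a lamin A-EGFP splicing minigene plus DsRed2 were seeded at 600 cells/well in Opti-MEM with 2% FBS, pin-dosed and incubated 48 h at 37°C. Acumen cytometry (488 nm) gave the GFP/RFP total-intensity ratio.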
KinaseGlo FLuc: blocks Kinase-Glo luciferase, a counter-screen artifact. Q27757. Kinase-Glo luciferase, ATP luminescence, 8 min. Potency, µM (series often up to 38.3 µM), inactives show at the highest dose activity change, negative = inhibition, actives largely listed as inhibitors. 200,000 compounds, 0.28% hits. AID 1379; note: potency is the fitted concentration of half-maximal effect; % is set by controls: 0 for no effect and ±100 for the full control effect; nearly all actives have a fitted effect of over 60% in size
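Inhibition of Kinase-Glo luciferase light generation was assessed at 10 uM ATP in pH 7.2 imidazole buffer, with luminescence measured after eight minutes at ambient temperature.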
CBFb RUNX1 block: blocks binding between human CBF-beta and RUNX1. AlphaScreen CBFb-His/RUNX1-biotin binding, biochemical. Potency, µM (titrated, usually from 59.8 µM), without a hit: at the top dose activity, negative = inhibition, most hits filed as inhibitors. 230,000 tested, under 10 active; note: % of control where 0% means no effect
Target sequence (Q01196 whole entry, looked up): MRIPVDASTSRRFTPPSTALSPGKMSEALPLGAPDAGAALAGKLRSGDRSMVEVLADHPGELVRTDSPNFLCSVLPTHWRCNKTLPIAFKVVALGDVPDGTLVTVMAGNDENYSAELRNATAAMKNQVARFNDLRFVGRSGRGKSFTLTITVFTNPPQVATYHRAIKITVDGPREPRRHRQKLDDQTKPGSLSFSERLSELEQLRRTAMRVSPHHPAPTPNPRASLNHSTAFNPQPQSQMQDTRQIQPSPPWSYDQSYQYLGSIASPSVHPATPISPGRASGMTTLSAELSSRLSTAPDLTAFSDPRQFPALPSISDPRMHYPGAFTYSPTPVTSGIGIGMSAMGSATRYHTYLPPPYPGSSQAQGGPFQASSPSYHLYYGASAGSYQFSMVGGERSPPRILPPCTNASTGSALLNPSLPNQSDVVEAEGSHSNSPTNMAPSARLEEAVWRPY
Target sequence (Q13951 whole entry, looked up): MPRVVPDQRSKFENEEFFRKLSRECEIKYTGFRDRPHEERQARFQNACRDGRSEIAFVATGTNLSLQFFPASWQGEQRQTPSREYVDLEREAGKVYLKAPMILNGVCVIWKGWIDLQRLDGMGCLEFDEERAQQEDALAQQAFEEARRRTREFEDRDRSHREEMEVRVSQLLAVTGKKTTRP
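Interaction loss through any mechanism counts as activity. Pre-formed complex of His-CBF-beta and biotin-RUNX1 (30 nM apiece) is incubated with compound 15 min, then with 50 ng nickel and 50 ng streptavidin beads for 90 min before AlphaScreen detection.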
Numbers without * were called inactive; ? = inconclusive; . = not tested or not shown; [ ] = dose if it differs, or a comment. Unless noted, calls come from the whole dose curve; as a rule, active = well fitted curve in the direction sought with a large enough effect; inconclusive = small, poorly fitted or top-dose-only effect, or another doubt; inactive = no such curve, though single readings can be large; an effect the other way counts as inactive or inconclusive. Not all compounds are listed; rates above refer to the full screens.

Order of results – IMPase Li inh, HttQ103 aggreg, NPSR antagonist, Epigenetic derep, LMNA splice mod, KinaseGlo FLuc, CBFb RUNX1 block
> Cc1ccnc(N2CCCC(C(=O)Nc3cc(F)ccc3C)C2)n1 (configuration not stated)
    4%[38.3 µM], -9%, 5%[46.1 µM], -1.0%, 7%, -3%, 2%
> O=C(COc1ccc(Cl)cc1Cl)NC(=S)Nc1ccc(CN2CCOCC2)cc1
    ., 9%[9.22 µM], -2%, 2.1%, ?, ., -8%
> CCOc1ccc(Nc2nc(N)nc(CSC(=S)N3CCOCC3)n2)cc1
    ., 17%[9.22 µM], 30%, 0.1%, ., ., -7%
> Cn1c(=O)c2cc(NC(=O)c3ccccc3Cl)c(=O)oc2n(C)c1=O
    5%[38.3 µM], 1%, 1%[46.1 µM], -0.9%, 1%, 0%, 11%
> O=C(CSc1nnc(C2CC2)n1Cc1ccccc1)Nc1cccnc1Cl
    0%, ?, 3%, -2.2%, 0%[46 µM], 2%, 1%
> COc1ccccc1CN1C[C@@H]2C[C@@H](c3ccc4nsnc4c3)N3CCC[C@@]23C1=O
    24%, 3%[9.22 µM], 24%, -1.4%, ., ., -9%
> Cc1nn(C(=O)c2cccs2)c(N)c1-c1ccccc1
    4%, -5%, 5%, -1.0%, ?, 1%, -1%
> O=C(Nc1ccccc1)N(CCCN1CCOCC1)Cc1cccs1
    14%[38.3 µM], -5%, 4%[46.1 µM], -1.5%, 0%, 1%, 3%
> COc1cccc(COCC(O)Cn2cnc3cc(C)c(C)cc32)c1 (configuration not stated)
    3%, 4%, -3%, 0.1%, ?, -2%, -6%
> COc1ccc(-c2noc(-c3ccoc3C)n2)cc1OC
    -2%, 7%[9.22 µM], -6%, 1.1%, 11%[46 µM], 2%, 2%
> S=C1NCCOCCNC(=S)NCCOCCOCCN1
    -4%, ., 14%, -1.1%, 15%[46 µM], -1%, 3%
> COC(=O)c1cccnc1NC(=S)NNC(=O)c1ccccc1
    -3%[38.3 µM], 10%, -15%[46.1 µM], -0.1%, 2%, 7%, -2%
> COc1cc(C(=O)NCC(=O)N/N=C/c2cccc(OC(=O)c3ccco3)c2)cc(OC)c1OC
    1%, 0%, 3%, -0.2%, ., 0%, 0%
> O=C(NC1(N2CCOCC2)CC1)c1ccc(Cl)cc1
    ., -5%[9.22 µM], -7%, -3.3%, ., ., 5%
> O=C(Nc1nnc(-c2ccco2)o1)C1CC1
    2%, 14%, 12%, -1.2%, ., 1%, 1%
> C/C(=N\NC(=O)CN1CCOCC1)C(C)(C)C
    -3%, 1%, -5%[46.1 µM], -5.7%, 8%, 0%, 7%
> COc1cc(NC(=O)c2ccc(C(C)(C)C)cc2)c(OC)cc1NC(=O)CN1CCCCC1
    15%, -1%[9.22 µM], ?, 4.2%, ., -2%, ?
> COc1ccccc1NC(=O)CSCC(N)=O
    -1%[38.3 µM], 17%, -9%[46.1 µM], 0.9%, -8%, 5%, 5%
> Cc1cc(C(=O)NN=C2C3CC4CC(C3)CC2C4)c2ccccc2n1
    -8%[38.3 µM], 0%, 1%[46.1 µM], 0.0%, 22%, 6%, 2%
> CC(NC(=O)COC(=O)Cc1ccccc1[N+](=O)[O-])c1ccccc1 (configuration not stated)
    -1%, 12%, -30%, 0.0%, 5%, -2%, 0%

Among those listed so far, three contain a furan ring, fused or not.
Order of results – IMPase Li inh, HttQ103 aggreg, NPSR antagonist, Epigenetic derep, LMNA splice mod, KinaseGlo FLuc, CBFb RUNX1 block
> COc1ccc(-c2noc(-c3ccoc3C)n2)cc1OC
    -2%, 7%[9.22 µM], -6%, 1.1%, 11%[46 µM], 2%, 2%
> COc1cc(C(=O)NCC(=O)N/N=C/c2cccc(OC(=O)c3ccco3)c2)cc(OC)c1OC
    1%, 0%, 3%, -0.2%, ., 0%, 0%
> O=C(Nc1nnc(-c2ccco2)o1)C1CC1
    2%, 14%, 12%, -1.2%, ., 1%, 1%

Additional records
Order of results – IMPase Li inh, HttQ103 aggreg, NPSR antagonist, Epigenetic derep, LMNA splice mod, KinaseGlo FLuc, CBFb RUNX1 block
> Cc1cccc(NC(=O)CN2C(=O)S/C(=C\c3cccn3-c3cccc(C(=O)O)c3)C2=O)c1
    -2%, -7%[9.22 µM], -38%, -3.4%, ., -1%, -14%
> CCOC(=O)CSc1nnc(NC(=O)c2cccc(S(=O)(=O)N3CCCC3)c2)s1
    16%[38.3 µM], 1µM*, -11%[46.1 µM], -1.0%, -1%, 0%, 5%
> CCC(C)Sc1nc2c(c(=O)[nH]c(=O)n2C)n1CC(O)COc1cccc2ccccc12 (configuration not stated)
    -14%[38.3 µM], ?, -26%[46.1 µM], -1.3%, 15%, -2%, 7%
> CCOc1ccc(OCC)c(NC(=O)CN(C)S(=O)(=O)c2ccc3nc(C)sc3c2)c1
    3%, 21%, -13%, 0.1%, ?, 3%, -6%
> Cc1cc(NC(=O)CSc2ccc3nnc(-c4ccccn4)n3n2)no1
    29%[38.3 µM], -5%, -1%[46.1 µM], 0.0%, 1%, 4%, ?
> COc1ccc(N2C(=O)CCC(C(=O)NCc3ccccn3)C2c2ccc(OC)c(OC)c2)cc1 (configuration not stated)
    -5%[38.3 µM], 17%, 8%[46.1 µM], -0.8%, 9%, -1%, 8%
> Cc1sc(-c2ccccn2)nc1OC(=O)c1ccc(Cl)cc1
    -6%, 5%, -10%[46.1 µM], -0.9%, -13%, 3%, 9%
> Cc1ccc(O)c(C=Nc2cc(C)ccc2O)c1
    -8%, ?, 13%, 2.9%, ?, -1%, 2%
> CCc1cccc2c(C(=O)C(F)(F)F)cn(CC(=O)NCC3CCCO3)c12 (configuration not stated)
    5%, ., -14%, 1.1%, ., -6%, -4%
> O=C(CSc1ncn[nH]1)Nc1ccc(Br)cc1F
    -1%[38.3 µM], 8%, -15%[46.1 µM], 3.1%, 16%, -5%, 2%
> O=C(CN1C(=O)COc2ccccc21)N1CCc2ccccc21
    13%[38.3 µM], 1%[9.22 µM], 3%[46.1 µM], -1.2%, ?, 1%, 5%
> CCOC(=O)Nc1sc2nc(C)cc(C)c2c1-n1cccc1
    22%[38.3 µM], -9%, -1%[46.1 µM], -1.0%, -11%, 10%, -3%
> CC(=O)NCCc1c[nH]c2ccc(OCC(O)CNC(C)(C)C)cc12 (configuration not stated)
    ., 12%[9.22 µM], 31%, 3.0%, ., ., 20%
> Cc1cc(C(=O)OCC(=O)N2C(C)CCCC2C)c(C)o1 (configuration not stated)
    2%[38.3 µM], -9%, -4%[46.1 µM], 2.5%, 4%, 1%, 5%
> Cc1nnc2n1NC(c1ccc(Cl)cc1)C(C(=O)N(C)C1CCCCC1)S2 (configuration not stated)
    5%[38.3 µM], 6%, -2%[46.1 µM], 0.0%, 5%, 0%, -2%
> CCC(C)NS(=O)(=O)c1ccc(OCC(=O)NCc2ccccn2)cc1 (configuration not stated)
    11%, -10%[9.22 µM], -2%, -2.7%, ., -7%, 5%
> COc1ccc(S(=O)(=O)N2CCN(C(=O)c3cccs3)CC2)cc1OC
    4%[38.3 µM], -20%, -6%[7.67 µM], -3.4%, ?, -5%, 5%
> O=C(CC(=O)Nc1ccccc1C(=O)O)NNC(=O)Cc1ccccc1
    ., 18%[9.22 µM], -18%, -1.3%, ., ., 12%
> CN(Cc1ccccc1)C(=O)COc1cc(=O)n(C)c2ccccc12
    22%[38.3 µM], 4%[9.22 µM], -16%[46.1 µM], -0.2%, 2%, 2%, -4%
> O=C1Nc2ccccc2N(O)N1c1cc(-c2cccc(Cl)c2)no1
    2%[38.3 µM], 11%, 2%[46.1 µM], 0.0%, 0%, 14%, 0%
> Cc1noc(C)c1-c1nc(CS(=O)(=O)c2ccc(F)cc2)no1
    ., -3%[9.22 µM], 48%, -0.3%, ., ., 9%
> COc1ccc2c(c1)SC(C)CC2=O (configuration not stated)
    11%[38.3 µM], 17%, 5%[46.1 µM], 5.2%, -5%, -3%, -11%
> COc1ccc(NC(=O)/C(C#N)=C/c2ncc([N+](=O)[O-])n2C)c(OC)c1
    ., -12%[9.22 µM], -11%, 1.1%, ., ., 2%
> Cc1cc2ncn(CCC(=O)NC3CCCC3)c2cc1C
    -2%, 5%, -18%, -5.2%, 7%[46 µM], 6%, 5%
> O=C(CN1C(=O)NC2(CCCCCC2)C1=O)c1ccc2c(c1)OCCO2
    17%[38.3 µM], -10%, -25%[46.1 µM], -1.0%, -8%, -1%, -2%
> O=C1CC(c2ccc(Cl)cc2)n2nc(N3C(=O)CCC3=O)nc2N1 (configuration not stated)
    -4%[38.3 µM], 0%, 17%[46.1 µM], -0.3%, -2%, 10%, -1%
> CC(=O)Nc1ccccc1-c1nnn(CC(=O)Nc2ccc3c(c2)OCCO3)n1
    15%, 10%[9.22 µM], 11%, -1.1%, ?, 1%, 4%
> c1cncc(CNc2c3c(nc4nnnn24)CCCC3)c1
    5%[38.3 µM], 0%[9.22 µM], 2%[46.1 µM], -1.1%, 5%, -3%, 2%
> CCC(N)C12CC3CC(CC(O)(C3)C1)C2 (configuration not stated)
    1%, 0%, 3%, -1.0%, -6%, 2%, -1%
> O=C(CN1CCCC1)N1c2ccccc2C=Cc2ccccc21
    31%, -18%[9.22 µM], 5%, 1.0%, ., 2%, 0%
> CN(C)c1ccc(N=Cc2nc(-c3ccccc3)oc2OC(=O)c2cccc(Cl)c2)cc1
    12%, ?, -41%, ?, -9%, -5%, 2%
> COc1ccccc1C1OC(=O)CC1C(=O)OC[C@@H]1CCCN2CCCCC12 (some centres not stated)
    22%, ., ., -1.1%, ., -1%, 10%
> O=C(C1CCCCC1)N1CCCC(c2nc(-c3ccc(F)cc3)no2)C1 (configuration not stated)
    3%[38.3 µM], -26%, -11%[46.1 µM], -0.7%, ?, -1%, 2%
> COc1ccc(/C=N/NC(=O)c2ccc3nc[nH]c3c2)cc1OC
    ., 28%[9.22 µM], -1%, 0.1%, ., ., 6%
> O=C(CNC(=O)c1ccccc1F)NCCOc1cccc(Cl)c1Cl
    3%, -9%, -7%, -0.9%, 7%, 1%, 4%
> O=C(NCc1n[nH]c(=S)n1-c1ccccc1)c1cccs1
    -3%, 7%, 9%, 1.3%, ?, 1%, 1%
> Cc1cccc(CSC2=NN3CCCC(=O)N=C3S2)c1
    17%, -4%, 9%, -4.3%, -15%, -6%, 2%[2.36 µM]
> C/C(=N\Nc1cccc(Cl)c1)c1ccncc1
    13%, -21%, -18%, -1.6%, ., 0%, -9%
> COc1ccc2[nH]c(C)c(CN3CCC(C)CC3)c(=O)c2c1
    1%[38.3 µM], -16%, -9%[46.1 µM], 2.4%, -3%, 1%, 8%
